Epigenetic reg: derepresses silenced GFP reporter in murine cells. murine LDR cells, GFP reporter derepression, 30 h. Potency, µM (titrated, usually from 53.9 µM), for inactives: at the top dose GFP activation, hits mostly activators. hit rate 0.2% among 280,000. AID 1865; active means well fitted activation curve with a large enough effect; inconclusive means small, poorly fitted or top-dose-only effect; further: % of control where 0% means no effect; nearly all actives have a fitted effect of over 60% in size
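In this reporter-derepression format, murine cells bearing a silenced integrated CMV-GFP locus incubate with test compound (30 h, 37 C), then are washed and imaged; fluorescent objects of 20–120 um count as induced cells.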
LMNA splice mod: modulators of lamin A splicing; hit rate 0.01% among 200,000; Potency, µM (titrated, usually from 46.1 µM), inactives show at the highest dose ratio change, negative = inhibition, most hits filed as inhibitors; HeLa LMNA splicing GFP/RFP minigene ratio, 48 h; active means well fitted inhibition curve with a large enough effect in the signal ratio, with a control signal flat, not every such curve was filed as active; inconclusive means small, poorly fitted or top-dose-only effect, or effect the other way, or a change in a side signal; the % refers to the signal ratio; further: on the % scale 0 is the no-effect control and ±100 the full control effect
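Read-out is the ratio of GFP to DsRed2 object intensity, acquired by 488 nm laser-scanning cytometry on HeLa lamin A-EGFP minigene reporter cells. Compound incubation 48 hrs at 37 °C in Opti-MEM with 2% FBS; DMSO 0.5% final.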
Active calls of the source: *; ? = inconclusive; [ ] = remark or other dose. Potency means the concentration at half of the fitted maximal effect. An excerpt; the hit share may differ from the screen's.

nr	compound	Epigenetic reg	LMNA splice mod
1	O=C(CN1C(=O)C2(SCC(=O)N2c2cccc(Cl)c2)c2ccccc21)NCCc1ccccc1 (stereo not given)	-1.3%	-19%[46 µM]
2	O=C(CC1N=C2c3ccccc3N=C(SCc3cccc(Cl)c3)N2C1=O)NCc1ccc2c(c1)OCO2 (stereo not given)	-1.3%	9%[46 µM]
3	COc1ccc(S(=O)(=O)NCc2cccn2Cc2cccc(C)c2)cc1Cl	-1.6%	?
4	Cc1ccc(OCC(=O)Nc2ccc3nc(SCC(=O)Nc4ccc(C)cc4C)sc3c2)cc1	3.2%	?
5	O=C(COc1ccccc1Cl)Nc1nnc(S(=O)(=O)N2CCCCCC2)s1	?	-3%[46 µM]
6	COc1ccc(CNC(=O)c2ccc3c(c2)nc2n3CCOC2)c(OC)c1	2.7%	?
7	Cc1c(C(=O)N2CCN(c3ccc(F)cc3)CC2)sc2nc3n(c(=O)c12)CCC3	2.8%	23%[46 µM]
8	CCOC(=O)c1c(C)[nH]c(C)c1S(=O)(=O)N1CCCC(C(=O)N2CCN(c3ccc(Cl)cc3)CC2)C1 (stereo not given)	-1.3%	-2%[46 µM]
9	COc1ccc(CCNC(=O)CSC2=Nc3ccccc3C3=NC(CCC(=O)NCc4ccccc4)C(=O)N23)cc1OC (stereo not given)	5.2%	11%[46 µM]
10	CCc1c(C)sc2c1CCN(C(=O)Nc1ccccc1C(=O)OC)C2c1ccc(F)cc1 (stereo not given)	2.7%	?
11	CC(C)CCn1c(Oc2ccccc2F)nc2c1c(=O)n(C)c(=O)n2C	-0.1%	11%[46 µM]
12	CCc1cccc(NC(=O)c2ccc3c(c2)N(Cc2cccc(Cl)c2)C(=O)c2ccccc2S3=O)c1 (stereo not given)	-1.1%	?
13	CCOC(=O)c1ccc(NC(=O)COc2cccc3c(=O)n(C)ccc23)cc1	-1.3%	?
14	CCn1ccc2cc(S(=O)(=O)N3CCC(C(=O)NCCc4ccccc4)CC3)ccc21	-0.6%	9%[46 µM]
15	Cc1ccc(CS(=O)(=O)c2cn(CC(=O)N(C)c3ccccc3)c3ccccc23)cc1	-1.2%	?
16	Cn1cnc(S(=O)(=O)N2CCCC(C(=O)NCc3ccccc3)C2)c1 (stereo not given)	-2.6%	-3%[46 µM]
17	CCC(C)NC(=O)Cn1ncc2c([nH]c3ccc(C)cc32)c1=O (stereo not given)	-1.1%	-2%[46 µM]
18	O=C(O)c1cccc(NC(=O)c2cccc(S(=O)(=O)Nc3cccc(C(=O)O)c3)c2)c1	-0.2%	-6%[46 µM]
19	COc1cccc(NC(=O)CSc2nc(=O)n(Cc3ccncc3)c3c2CCC3)c1	-0.1%	-8%[46 µM]
20	O=C(Nc1cccc(C(=O)OCc2cc(=O)n3c4c(sc3n2)CCCC4)c1)c1ccc(Cl)cc1	6.2%	5%[46 µM]

3 entries out of the list above, arranged by their value in Epigenetic reg, high to low.
cpd | Structure | Epigenetic reg | LMNA splice mod
18 | O=C(O)c1cccc(NC(=O)c2cccc(S(=O)(=O)Nc3cccc(C(=O)O)c3)c2)c1 | -0.2% | -6%[46 µM]
17 | CCC(C)NC(=O)Cn1ncc2c([nH]c3ccc(C)cc32)c1=O (stereo not given) | -1.1% | -2%[46 µM]
2 | O=C(CC1N=C2c3ccccc3N=C(SCc3cccc(Cl)c3)N2C1=O)NCc1ccc2c(c1)OCO2 (stereo not given) | -1.3% | 9%[46 µM]

(list continues)
nr	compound	Epigenetic reg	LMNA splice mod
21	Cc1cc(Nc2cccc(Cl)c2)nc2ccc(NC(=O)COc3ccc(Cl)cc3)cc12	2.5%	?
22	CCCOC(=O)c1ccc(NC(=O)C2CC(=O)N(c3ccc(C)cc3)C2)cc1 (stereo not given)	-1.1%	26%[46 µM]
23	Cc1ccc(NC(=O)c2cnc(N3CCCCC3)c3ccccc23)cc1Cl	0.8%	?
24	Cc1ccc(NC(=O)CCS(=O)(=O)c2cccc3nonc23)c(C)c1	-1.7%	-14%[46 µM]
25	CC(C)(C)OC(=O)N1CCC(c2c(C(=O)N3CCN(c4ncccn4)CC3)cnn2-c2ccc(F)cc2)CC1	0.0%	-10%[46 µM]
26	Cc1nc(-n2nc(C)c(Cc3ccc4c(c3)OCO4)c2C)sc1C(=O)Nc1cccc(Cl)c1	-2.4%	0%[46 µM]
27	CCc1ccc(NC(=O)c2sc3ncnc(N(C)C4CCCCC4)c3c2C)cc1	-1.3%	7%[46 µM]
28	CCN1CCN(c2cc3c(cc2F)c(=O)c(S(=O)(=O)c2ccccc2)cn3C)CC1	-1.1%	-2%[46 µM]
29	COc1cccc(NC(=O)Cn2nnc(-c3nc(-c4ccccc4)no3)c2N)c1	5.4%	-14%[46 µM]
30	CC1CCN(C(=O)CN2CC(C)Sc3ccccc32)CC1 (stereo not given)	-6.6%	7%[46 µM]
31	COc1ccc(CCNC(=O)c2c(C)oc3ncn(CC(C)C)c(=O)c23)c(OC)c1	-1.3%	9%[46 µM]
32	CCS(=O)(=O)N1CC(=O)N(c2cccc(Cl)c2C)C(C)(C(=O)NC2CCCCC2)C1 (stereo not given)	0.0%	-10%[46 µM]
33	COc1ccc(CNC(=O)COCc2cc(-c3cccs3)on2)cc1OC	-1.2%	6%[46 µM]
34	CCOc1ccc(CC(=O)NCCc2sc3nc(-c4ccc(F)cc4)nn3c2C)cc1	2.2%	11%[46 µM]
35	COc1ccccc1CNC(=O)CN1N=C(c2ccccc2)CCC1=O	0.6%	2%[46 µM]
36	CCOC(=O)c1cc(-c2ccc(F)cc2)n(CC(=O)NC2CCCCCC2)c1C	5.4%	19%[46 µM]
37	Cc1ccc(-n2cnc3cc(C(=O)NCCC4=CCCCC4)ccc32)cc1Cl	10%	-19%[46 µM]
38	COc1cccc(OCC(=O)NC2CC(=O)N(c3cccc(OC)c3)C2)c1 (stereo not given)	-0.1%	?
39	CCc1ccc(NC(=O)c2cc3c(COC(C)=O)cnc(C)c3oc2=O)cc1	1.1%	-16%[46 µM]
40	Cc1ccc(NC(=O)CN2C(=O)c3ccccc3Sc3ccc(C(=O)N4CCCC4)cc32)cc1	0.0%	-8%[46 µM]
41	CC(C)(C)OC(=O)N1CCC(c2c(C(=O)NCc3ccccc3)cnn2-c2ccc(F)cc2)CC1	0.0%	-13%[46 µM]
42	CN(C)C1(CNC(=O)COc2ccc(C(C)(C)C)cc2)CCCCC1	1.6%	17%[46 µM]
43	CCOc1ccc(OCC)c(NS(=O)(=O)c2c(C)[nH]c(=O)[nH]c2=O)c1	0.0%	?
44	COc1ccc(N2CCN(C(=O)c3cc4ccc5cccnc5c4[nH]3)CC2)cc1	-2.3%	16%[46 µM]
45	CCOC(=O)c1scc(-c2ccc(C)cc2)c1S(=O)(=O)Nc1cc(C)ccc1C	0.0%	-13%[46 µM]
46	Cc1ccc2c(=O)c(C(=O)c3cccc(Cl)c3)cn(CC(=O)NCc3ccccc3)c2n1	?	-14%[46 µM]
47	O=C(CN1C(=O)COc2ccc(S(=O)(=O)NC3CCCC3)cc21)Nc1ccc(F)c(Cl)c1	0.0%	-3%[46 µM]
48	CN(C)CCNC(=O)C1CCN(c2ncnc3c2nc2n3CCCCC2)CC1	-2.3%	4%[46 µM]
49	O=C(Nc1cccc(Br)c1)c1cc(S(=O)(=O)N2CCCCC2)c[nH]1	-0.2%	-2%[46 µM]
50	O=C(CSc1nc(Nc2ccc(F)cc2)c2ccccc2n1)c1ccc(F)cc1	9.1%	0%[46 µM]
51	CCOC(=O)c1cccc(NC(=O)c2cn(-c3cccc(OC)c3)c(=O)c3ccccc23)c1	0.8%	?
52	COc1ccccc1-c1nc(SCC(=O)NCc2ccccc2)c2c(=O)n(C)c(=O)n(C)c2n1	-2.8%	?
53	Cn1cccc1-c1cc2n(n1)CCC(=O)N2CC(=O)Nc1ccc(F)cc1Cl	2.8%	22%[46 µM]
54	O=C(NCc1ccccc1F)C(=O)NCC(c1ccco1)S(=O)(=O)c1ccccc1 (stereo not given)	15%	12%[46 µM]
55	COc1ccccc1Nc1ncc2c(n1)CCN(Cc1ccc(C)s1)C2	-4.2%	2%[46 µM]
56	O=C(Nc1ccc(S(=O)(=O)N2CCCCC2c2cccnc2)cc1)c1ccc(Br)cc1 (stereo not given)	0.0%	?
57	CCOc1ccc(-n2c(SCC(=O)N3CCC(C)CC3)nc3c([nH]c4ccccc43)c2=O)cc1	0.0%	-4%[46 µM]
58	CC(=O)c1cccc(NC(=O)c2cc3nc(-c4ccc(Br)cc4)cc(C(F)(F)F)n3n2)c1	0.0%	-11%[46 µM]
59	COCCCNC(=O)C1CCN(Cc2cc3ccccc3n2Cc2cccc(Cl)c2)CC1	-0.5%	-7%[46 µM]
60	CCOc1ccc(CNC(=O)CCS(=O)(=O)c2cc3c(cc2Cl)NC(=O)CO3)cc1OC	-1.2%	13%[46 µM]

Record cards, from the list above. Order of screens: Epigenetic reg	LMNA splice mod
`CCOc1ccc(-n2c(SCC(=O)N3CCC(C)CC3)nc3c([nH]c4ccccc43)c2=O)cc1` is entered as 0.0%	-4%[46 µM]
`O=C(NCc1ccccc1F)C(=O)NCC(c1ccco1)S(=O)(=O)c1ccccc1` (stereo not given) is entered as 15%	12%[46 µM]
`CN(C)C1(CNC(=O)COc2ccc(C(C)(C)C)cc2)CCCCC1` is entered as 1.6%	17%[46 µM]
`CCOc1ccc(CNC(=O)CCS(=O)(=O)c2cc3c(cc2Cl)NC(=O)CO3)cc1OC` is entered as -1.2%	13%[46 µM]
`O=C(Nc1ccc(S(=O)(=O)N2CCCCC2c2cccnc2)cc1)c1ccc(Br)cc1` (stereo not given) is entered as 0.0%	?

Continued.
nr	compound	Epigenetic reg	LMNA splice mod
61	Cc1cc(C)cc(Nc2cc(C(=O)NCCCN(Cc3ccccc3)C(C)C)c3ccccc3n2)c1	1.9%	?
62	COc1ccc(C(=O)CCC(=O)Nc2cccc(C(C)=O)c2)cc1	-1.1%	-5%[46 µM]
63	Cc1cc2c(n1-c1ccc(C(=O)NCc3ccc(OC(C)C)cc3)cc1)CCCC2	?	?
64	COC(=O)c1ccccc1NC(=O)c1ccc(=O)n(Cc2cccc(C)c2)c1	0.8%	15%[46 µM]
65	CC(=O)c1cc(-c2ccc(F)cc2)n(CC(=O)NC2CCCCCC2)c1C	0.0%	?
66	COC(=O)c1ccc2c(=O)n(CCCCCC(=O)N3CCN(c4cc(C)ccc4C)CC3)c(=O)[nH]c2c1	-1.3%	?
67	COc1ccc(F)cc1S(=O)(=O)Nc1cccc(-c2ccc(N3CCCCCC3)nn2)c1	1.7%	-6%[46 µM]
68	Cc1cccc(C2C=C(c3ccc(F)cc3)Nc3nc4ccccc4n32)c1 (stereo not given)	0.0%	-12%[46 µM]
69	COC(=O)c1ccc2c(=O)n3nc(Nc4cc(OC)ccc4OC)sc3nc2c1	0.8%	-19%[46 µM]
70	CSc1ccc(CNC(=O)c2ccc3c(c2)N(C)C(=O)C2CCCCN32)cc1 (stereo not given)	5.1%	-21%[46 µM]
71	O=C(CSc1nc2ccccc2nc1Cc1ccc(Cl)cc1)N1CCN(c2ccccc2F)CC1	-0.7%	?
72	Cc1cc(C)c(/C=C/c2onc(C)c2S(=O)(=O)N2CCC(C(=O)Nc3cccc(C)c3C)CC2)c(C)c1	0.8%	-5%[46 µM]
73	COc1ccc(NC(=O)CSc2ncccc2C(=O)O)cc1OC	1.8%	0%[46 µM]
74	Cc1nc(-c2cccnc2)sc1CCNS(=O)(=O)c1ccc(F)cc1	1.4%	11%[46 µM]
75	COc1ccc(-c2nc3sc(CCNC(=O)c4cc(OC)c(OC)c(OC)c4)c(C)n3n2)cc1	0.1%	?
76	CC(C)c1nn2c(=O)cc(COC(=O)c3ccccc3Cl)nc2s1	0.0%	-20%[46 µM]
77	COc1ccc(CNS(=O)(=O)c2ccc(C(=O)N(C)C)s2)cc1	-0.3%	-6%[46 µM]
78	CC(C)(C)OC(=O)N1CCC(c2c(C(=O)NCCN3CCCC3)cnn2-c2ccc(Cl)cc2)CC1	0.8%	1%[46 µM]
79	CCCCn1cc(S(=O)(=O)c2ccc(Cl)cc2)c(=O)c2cc(F)c(N3CCCC(C)C3)cc21 (stereo not given)	1.2%	-4%[46 µM]
80	CN(C)c1ccc(C(=O)NCc2ccc3c(c2)CCN3C(=O)c2ccc(Cl)cc2)cc1	-2.4%	?
81	CCOc1ccc(C(c2c(O)cc(C)n(CCOC)c2=O)N2CCN(c3ccc(F)cc3)CC2)cc1 (stereo not given)	2.7%	?
82	COc1ccc(NC(=O)c2cc(-c3ccccc3O)no2)cc1	0.0%	4%[46 µM]
83	O=C(CN1CCN(c2ccc(Cl)cc2)CC1)Nc1ccc(Cl)c(C(F)(F)F)c1	-3.6%	?
84	Cc1cccc(N2CCN(S(=O)(=O)c3ccc4c(c3)CC(=O)N4C)CC2)c1C	2.5%	1%[46 µM]
85	CCOC(=O)c1cc(S(=O)(=O)N2CCN(c3ccc(C)cc3C)CC2)[nH]n1	0.0%	-1%[46 µM]
86	O=C(NCc1ccc(Cl)cc1)C1CCCN(c2nc3ccccc3n3cccc23)C1 (stereo not given)	0.8%	?
87	COc1ccc(NC(=O)Cn2nc(-c3ccncc3)ccc2=O)cc1Cl	0.0%	-19%[46 µM]
88	CCOc1ccc(NC(=O)c2c(NCc3ccc(C)o3)sc3c2CCC(C)C3)cc1 (stereo not given)	-1.1%	?
89	Cc1nn(-c2ccccc2)c2c1N(CCCC(=O)NC(C)c1ccccc1)C(=O)CS2 (stereo not given)	0.0%	2%[46 µM]

Source: PubChem
